human PMI inhibitors: human PMI inhibitors, high substrate, primary screen, biochemical, fluorescence intensity, high mannose 6-phosphate (AID 1220) | Mannose-6-phosphate isomerase (Homo sapiens) | recombinant PMI enzyme, coupled fluorescence intensity; higher % means a stronger effect | one-dose inhibition, % at 20 µM; IC50 in µM for titrated hits | 190,000 compounds, 0.66% hits
MT stabilizer: microtubule stabilizers in HeLa cells, primary screen, imaging, high-content imaging; HeLa tubulin immunostaining HCS, 24 h; share of cells brighter than vehicle mean+2SD; % tubulin-high responders, % at 10 µM; 200,000 compounds, 0.83% hits;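 active = plate Z-score above 3 for both tubulin-high and condensed-nucleus cell shares, with cell loss under 80%, at 10 µM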;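 also: anti alpha tubulin signal scored within the nucleus-defined area of each cell; some results filed as inactive read as strong as hits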
WT yeast gro inh: growth inhibition of WT strain, primary screen, mitochondrial fusion inhibitor project, WT and mutant strains, chemical genetic; mitochondrial fusion phenotypic screen; inhibition, % at 10 µM; 190,000 compounds, 2.1% hits; in the data active = inhibition above about 58%; tested in S. cerevisiae
human PMI inhibition: inhibitors of human PMI, primary screen, biochemical, fluorescence intensity, coupled assay (AID 1209); 190,000 compounds, 0.42% hits; purified PMI enzyme, coupled fluorescence intensity; higher % means a stronger effect; inhibition, % at 20 µM, or IC50 in µM where a hit was titrated;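 also: plate controls were DMSO vehicle for no effect and wells lacking substrate for full effect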
Autophagy HCS: autophagy modulators in MEF cells, primary screen, imaging, high-content, MEF GFP-LC3 | 190,000 compounds, 0.98% hits | calls only at 10 µM (by protocol) | MEF GFP-LC3 puncta imaging; test concentration mostly 10 µM | AID 463193, 2010;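 active = percentage of spot-positive cells more than 3 SD above its plate mean, without a fluorescence outlier flag or 80% toxicity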;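 also: spot-positive cell cutoff set from DMSO-treated cells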
Dynein cargo inh: inhibitors of GR-EGFP nuclear translocation, primary screen, dynein cargo transport inhibitor project, imaging, high-content, 3617.4 mouse cells. test concentration mostly 20 µM; stimulated with dexamethasone, 1 µM; active compounds read low. z-score, hits read low. 220,000 compounds, 0.47% hits;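 active = plate z-score of nuclear minus cytoplasmic receptor signal below a set negative limit, without overly bright fluorescence or cell loss, cut at about -3.5 in these data, passing the limit was not always enough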;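 also: z-score of nuclear minus cytoplasmic ring GR-EGFP intensity difference per well; some compounds called inactive have numbers as strong as hits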
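Medium: Induction medium lacking tetracycline, stripped serum | Probe or stimulus: 1.0 µM final dexamethasone stimulus | Schedule: 48 h induction, then 1 h compound, then 30 min agonist, 37 °C | Signal: Automated 10x imaging of fixed Hoechst-stained cells | Evaluation: Per-cell GR-EGFP intensity, nucleus versus surrounding cytoplasmic ring, well-averaged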
Insulin prom up: insulin promoter activators in MIN6 cells, imaging, high-content screening, mouse beta cells; MIN6 insulin promoter-GFP reporter; active compounds read high; z-score at 5 µM; 190,000 compounds, 0.3% hits; AID 1625, 2009;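 active = z-score above 3 at 5 µM with at least 500 cells counted in the well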
Yfh1-depleted yeast: enhancers of respiration in Yfh1-depleted yeast, dose response, Friedreich's ataxia, plus single-dose screen (AID 1465); S. cerevisiae Yfh1-off respiration, WST-1 reduction, 72 h; higher fold induction means a stronger effect; one-dose fold induction at 50 µM; EC50 in µM for titrated hits; 220,000 compounds, 0.074% hits;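 active = fold induction of absorbance versus untreated yeast above a set limit, then at least 30% activation at any dose in follow-up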;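 also: activators that raise dye reduction in frataxin-depleted yeast; strong numbers were not always called active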
b-catenin transl: modulators of beta-catenin nuclear translocation, primary screen, imaging, HeLa cells, immunofluorescence, high-content | nuclear translocation activity, % at 5 µM | 190,000 compounds, 0.3% hits | AID 1665, 2009;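 active = nuclear translocation activity above 50% at 5 µM, with a well cell count of 50 or more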;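 also: per-cell ratio of nuclear to cytoplasmic median beta-catenin stain intensity; plate controls were DMSO negative control for no effect and GSK-3 inhibitor IX positive control for full effect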
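Assay system: human HeLa cells, native beta-catenin; doses: 5 µM primary, 0.02–20 µM confirmation; incubation: compound treatment 24 h, 37°C, 5% CO2; technique: fluorescence imaging of beta-catenin antibody stain plus DAPI; measure: % activation, nuclear-to-cytoplasmic median beta-catenin signal ratio per cell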
WT yeast gro inh mutant strain: also measured in WT yeast gro inh; calls as there; inhibition, %; mitochondrial fusion phenotypic screen, mutant strain inhibition
Dynein cargo inh cytoplasmic EGFP: also measured in Dynein cargo inh; calls as there; z-score; measured here: cytoplasmic GR-EGFP intensity; active compounds read high
Dynein cargo inh nuclear GR-EGFP: second read-out of Dynein cargo inh, no call of its own (marks repeat the call); z-score; measured here: nuclear GR-EGFP intensity;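 lower value marks the stronger effect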
Dynein cargo inh cell count: second read-out of Dynein cargo inh, no call of its own (marks repeat the call); z-score; measured here: cell count per field
Insulin prom up cell count: further read-out of Insulin prom up, marked with its call; cell count; measured here: cytotoxicity, nuclei count;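 total cells summed across four imaged fields per well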
b-catenin transl cell count 5 µM: also measured in b-catenin transl; calls as there; cell count; measured here: cell count, cytotoxicity flag
MT stabilizer Hoechst-high %: recorded beside MT stabilizer, whose call it bears; % Hoechst-high responders; measured here: nuclear condensation Hoechst responders;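 share of cells brighter than vehicle mean plus two SD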
MT stabilizer cytotoxicity %: also measured in MT stabilizer; calls as there; toxicity, %; measured here: cytotoxicity by cell density;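 0% = mean cell density of plate MIN control wells and 100% = no cells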
Autophagy HCS cell loss 18 h: recorded beside Autophagy HCS, whose call it bears; toxicity, %; measured here: cell loss, nuclei count;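 cell loss after 18 h compound exposure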
The depositor's hits bear a star; i = inactive; nt = not tested or not shown; + = active, no number. Rule as the data show it, unless noted: active = inhibition above about 50%; inactive = the rest.

SMILES	human PMI inhibitors	MT stabilizer	MT stabilizer Hoechst-high %	MT stabilizer cytotoxicity %	WT yeast gro inh	WT yeast gro inh mutant strain	human PMI inhibition	Autophagy HCS	Autophagy HCS cell loss 18 h	Dynein cargo inh	Dynein cargo inh cytoplasmic EGFP	Dynein cargo inh nuclear GR-EGFP	Dynein cargo inh cell count	Insulin prom up	Insulin prom up cell count	Yfh1-depleted yeast	b-catenin transl	b-catenin transl cell count 5 µM
CCNC(=O)CC1C(=O)N(c2ccccc2)C(=O)N1CCc1ccc(OC)c(OC)c1 (stereo unspecified)	-3%	3.8	1.3	3.1	-8	0	2%	i	7	-0.42	-0.22	-0.03	0.32	nt	nt	i	nt	nt
O=C(NC1CCCC1)C(c1ccsc1)N(C(=O)Cc1cccs1)c1ccccc1 (stereo unspecified)	-4%	4.0	2.2	6.2	-9	-20	-1%	i	-21	-0.29	-0.23	-0.31	0.63	0.26	1570	i	-4.4	1023
CC1CCCC(NC(=O)COC(=O)Cc2cn3ccsc3n2)C1C (stereo unspecified)	-7%	1.0	0.7	0.1	5	-11	-11%	i	-4	-0.57	-0.21	-0.23	0.2	nt	nt	nt	-1.4	973
CCn1c(Cc2ccc(OC)cc2)nnc1SCc1nc2ccccc2c(=O)[nH]1	-12%	1.5	1.7	6.3	-3	6	-19%	i	4	0.024	-0.14	-0.22	0.37	-0.06	1222	i	1.9	1057
CC(C)Nc1nc2ccccc2c(=O)[nH]1	6%	3.7	2.0	4.7	6	6	8%	i	9	-1.3	-0.22	-0.55	0.82	0.74	1488	i	-1.5	1018
Cc1cccc(Nc2ccccc2C(=O)NCc2ccco2)c1C	15%	1.2	2.0	7.5	30	11	8%	i	8	-0.56	-0.2	-0.34	0.19	-0.26	1412	i	-0.8	1345
CCOC(=O)C1=C(C)Nc2nc3ccccc3n2C1c1ccccc1 (stereo unspecified)	12%	1.9	2.8	5.5	-7	1	20%	i	-4	-0.31	-0.17	-0.01	0.24	0.45	672	i	-4.9	1056
COC(=O)c1ccc2nc(C(F)(F)F)[nH]c2c1	19%	6.3	2.1	13	-2	-3	-10%	i	31	1.9	-0.18	1.7	-1.9	-0.99	982	nt	-2.4	883
CCc1ccc(NC(=S)NC2CC3CCC(C2)N3Cc2ccco2)cc1 (stereo unspecified)	17%	2.0	1.1	6.5	-2	7	9%	i	13	0.011	-0.22	0.32	0.53	-0.09	1769	i	-1.0	1083
O=C(N/N=C/C=C/c1cccc([N+](=O)[O-])c1)C(O)c1ccccc1 (stereo unspecified)	2%	1.5	1.8	11	5	2	3%	i	10	-1	-0.32	-0.24	0.68	-0.08	1677	i	-1.6	1001
Cc1cc2n(n1)SC(Nc1ccc(F)cc1)N2 (stereo unspecified)	47%	1.1	1.9	7.1	15	-3	64%*	i	6	0.44	-0.2	0.48	-0.93	-0.15	821	i	-1.5	1258
Nc1nc(C(F)(F)F)cc(=O)[nH]1	nt	nt	nt	nt	nt	nt	nt	nt	nt	-0.25	-0.26	-0.13	0.31	-0.12	1111	i	-1.8	1332
O=C(Nc1nccs1)c1c(O)c2c([nH]c1=O)CCCC2	nt	nt	nt	nt	nt	nt	nt	nt	nt	0.23	-0.21	0.093	0.048	0.15	1390	i	-1.1	1347
CC1CCCCN1C(=O)C12CCC(C)(/C(=N/O)C1)C2(C)C (stereo unspecified)	-5%	2.8	2.7	18	2	-5	0%	i	-25	3.3	-0.26	0.94	-0.74	nt	nt	i	-5.8	1137
COc1ccc(SCC(=O)Nc2ccc(N3CCN(C)CC3)c(F)c2)cc1	-7%	4.3	1.9	1.0	6	5	-6%	i	31	-0.49	-0.25	-0.29	0.32	2.7	1165	i	-1.0	1543
Cc1csc2nc(CNC(=O)CCC(=O)O)cn12	-3%	2.4	2.0	5.1	2	-2	-1%	i	-1	0.79	-0.23	0.53	0.5	-0.2	1838	i	0.4	1142
Cc1ccc(C2=Nc3c(ccc4ccccc34)C(c3ccncc3)=NN2)cc1	10%	4.7	2.2	5.9	68*	46*	18%	i	17	2.9	-0.28	2.1	-1.4	0.27	1552	i	21	644
CCN(CC)C(=O)C1CCCN(C/C=C/c2ccccc2)C1 (stereo unspecified)	19%	5.7	3.6	6.7	6	-1	20%	i	-2	2.2	0.016	1.3	-0.44	1	1953	i	-2.3	1036
CC1(C)NC(=O)N(CCCOc2ccc3c(c2)CCC3)C1=O	3%	1.5	1.8	7.6	5	9	4%	i	4	0.12	-0.27	-0.071	0.72	-1.1	1177	i	nt	nt
Cc1ccccc1C(=O)/C=C1/SCC(=O)N1C	1%	2.1	2.0	8.3	-5	-6	-1%	i	-11	1	-0.18	0.45	-0.97	-0.52	1285	i	-2.2	1161
Cc1cccn2cc(CCNC(=O)Cc3cccs3)nc12	nt	nt	nt	nt	nt	nt	nt	nt	nt	-0.37	-0.2	-0.22	-0.024	0.28	1101	i	0.4	1304
Cc1sc(C(C2C(=O)CC(C)(C)CC2=O)C2C(=O)CC(C)(C)CC2=O)cc1[N+](=O)[O-]	-23%	1.7	2.9	12	21	6	-19%	i	-20	-2	0.4	-0.87	0.56	-0.01	1408	i	-0.4	1017
Cc1ccc(/C=C/C(=O)NCc2ccc(S(N)(=O)=O)cc2)o1	12%	2.5	1.9	9.3	-5	3	2%	i	-16	-1.9	-0.23	-1	0.6	-0.54	1569	i	1.2	1387
COc1ccc2cc(C(=O)O)ccc2c1	-3%	3.4	1.9	6.8	9	-1	-2%	i	6	-0.99	-0.029	-0.26	0.87	0.03	1422	i	-0.2	1378
Cc1cc(/C=C(\C#N)C(=O)Nc2ccccc2F)c(C)[nH]1	-9%	1.2	1.5	7.2	-5	12	-3%	i	-6	-0.86	-0.38	-0.4	0.79	-0.19	1546	i	1.2	1046
CC(=O)c1cnc(SCc2ccc(Cl)cc2)nc1C	-3%	3.4	2.5	5.0	-5	-6	1%	i	8	-0.33	-0.16	-0.05	0.44	-0.35	1486	i	0.9	1503
CCOc1nc(SCCOc2ccc(Cl)cc2Cl)nc(N(C)C)n1	6%	3.2	2.9	2.7	55	-12	6%	i	1	-0.44	-0.29	0.67	0.33	-0.66	1258	i	-1.1	552
O=C(CCN1CCCCCC1)c1ccccc1	-16%	1.7	2.8	7.5	6	-2	-10%	i	11	-3	0.45	-1.3	-0.27	-0.01	1329	i	-2.8	535
CC(C)NC(=O)CSc1nnc2sc3ccccc3n12	6%	6.0	3.1	19	18	12	9%	i	-23	1.4	-0.27	0.61	-1.1	-0.32	1873	i	-2.0	1120
CCOc1ccc(C(=O)Nc2ccccc2NC(C)=O)cc1OCC	-6%	0.8	1.5	9.2	2	-3	-8%	i	14	0.37	-0.26	0.42	0.19	1.4	1665	i	0.3	996
Cc1ccc(N2CC3=C(C2=O)C(c2ccccc2)NC(=O)N3C)cc1 (stereo unspecified)	-4%	2.6	1.4	9.1	5	0	-5%	i	-30	1.1	-0.0039	0.88	-0.27	-1	1550	i	-1.4	910
COc1ccc(S(=O)(=O)N2CCOCC2)cc1NC(=O)Cc1ccc(Cl)c(Cl)c1	6%	1.8	3.5	13	-8	-8	1%	i	5	0.39	0.16	-0.03	-0.19	1.4	1248	i	-0.8	1038
CCOC(=O)C(C(=O)Nc1nc2ccccc2s1)C1CCCCC1 (stereo unspecified)	12%	2.9	2.0	1.6	15	-5	13%	i	-1	-0.53	-0.22	-0.87	0.32	-1.3	1586	i	2.5	1347
CN(C)c1ccc(NC(=O)c2cccc(C(=O)Nc3ccc(N(C)C)cc3)n2)cc1	38%	1.9	2.0	8.4	14	7	18%	i	10	-0.63	-0.24	-0.14	0.88	-1.1	978	i	-0.1	569
COc1ccc(C(=O)NCc2nnc(SCC(=O)Nc3nc4ccccc4s3)o2)cc1	-8%	1.4	3.8	4.8	1	-4	-9%	i	2	-0.5	-0.14	-0.7	0.78	-0.35	1378	i	-7.1	586
COc1cccc(NC(=O)COC(=O)c2c(F)cccc2F)c1	-1%	1.9	1.9	6.3	-8	-18	-3%	i	8	-0.39	-0.11	0.42	-0.2	0.66	1299	i	-2.4	589
Cn1cc(Cl)c(C(=O)NC(=S)Nc2sc3c(c2C#N)CCCCC3)n1	9%	2.3	1.9	1.7	-19	-13	18%	+	-14*	-0.061	-0.0049	0.26	0.026	0.79	1252	i	1.1	853
Cc1ccc2c(C)nc(Nc3nc(CSc4nc5ccccc5[nH]4)cc(=O)[nH]3)nc2c1	-11%	7.3	2.1	23	10	13	-2%	i	34	-0.49	-0.21	-0.65	0.35	-1.3	1529	i	0.5	1285
COc1ccc(O)c(C(=O)CC(=O)c2ccccc2)c1	-1%	26	2.0	17	7	1	-4%	i	13	1.3	-0.024	0.88	-0.99	-0.01	839	i	3.9	698
